Bioassay records (PubChem BioAssay)
IMPase Li cell: qHTS Assay for Identifying the Cell-Membrane Permeable IMPase Inhibitors: Potentiation with Lithium; Potency, µM (series often up to 59.4 µM), for inactives: top-dose activity, negative = IMPase inhibition, actives largely listed as inhibitors; AID 1457, 2008; CHO-M1 cells, IP1 TR-FRET (IP-One), carbachol + lithium; hit rate 0.35% among 210,000;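 further: IP1 builds up when IMPase is blocked and the TR-FRET signal falls; potency means the concentration at half of the fitted maximal effect; plate controls were basal vehicle for no effect and high inhibitor control for full effect; nearly all actives have a fitted effect of over 50% in size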
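Concentration–response in CHO-M1 cells, lithium-potentiated; 30 min at 37C. IP1 detected by competitive TR-FRET after 10 min lysis at RT. Hill-fitted AC50.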
KinaseGlo FLuc: Counterscreen for Luciferase (Kinase-Glo TM) Inhibition | Kinase-Glo luciferase, ATP luminescence, 8 min | Potency, µM (titrated, usually from 38.3 µM), for inactives: at the highest dose activity change, negative = inhibition, most hits filed as inhibitors | hit rate 0.28% among 200,000 | AID 1379, 2008; further: potency means the concentration at half of the fitted maximal effect; on the % scale 0 is the no-effect control and ±100 the full control effect; nearly all actives have a fitted effect of over 60% in size
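Kinase-Glo luciferase light output from ATP and luciferin was measured with 10 uM ATP, within the enzyme's linear range. Buffer: 50 mM imidazole pH 7.2, 50 mM KCl, 7 mM MgCl2, 0.01% Tween 20, 0.05% BSA; luminescence read after 8 min at ambient temperature.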
Lamin A splicing: qHTS Assay for Modulators of Lamin A Splicing; HeLa LMNA splicing GFP/RFP minigene ratio, 48 h; Potency, µM (doses to about 46.1 µM), without a hit: top-dose ratio change, negative = inhibition, usual class: inhibitors; hit rate 0.01% among 200,000; AID 1487, 2009; active means well fitted inhibition curve with a large enough effect in the signal ratio, with a control signal flat, not every such curve was filed as active; inconclusive means small, poorly fitted or top-dose-only effect, or effect the other way, or a change in a side signal; the % refers to the signal ratio; further: potency means the concentration at half of the fitted maximal effect; on the % scale 0 is the no-effect control and ±100 the full control effect
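S3 HeLa stable clones carrying a lamin A-EGFP splicing minigene plus DsRed2 were seeded at 600 cells/well in Opti-MEM with 2% FBS, pin-dosed and incubated 48 h at 37°C. Acumen cytometry (488 nm) gave the GFP/RFP total-intensity ratio.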
Epigenetic reg: Quantitative High-Throughput Screen for Regulators of Epigenetic Control; murine LDR cells, GFP reporter derepression, 30 h; hit rate 0.2% among 280,000; Potency, µM (titrated, usually from 53.9 µM), for inactives: at the top dose GFP activation, usual class: activators; further: potency means the concentration at half of the fitted maximal effect; % of control where 0% means no effect; nearly all actives have a fitted effect of over 60% in size
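Reporter derepression read as number of fluorescent GFP-positive objects, 20-120 um in size, counted by laser-scanning cytometer. Mouse LDR line with an epigenetically silenced CMV-GFP locus; compound incubation 30 h, 37 C.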
NPSR antagonist: qHTS Assay for Antagonists of the Neuropeptide S Receptor: cAMP Signal Transduction | Q6W5P4 | CHO-NPSR cells, cAMP TR-FRET, antagonist mode | Potency, µM (doses to about 38.3 µM), for inactives: top-dose activity change, negative = inhibition, most hits filed as inhibitors | hit rate 1% among 220,000 | AID 1461, 2008; further: potency means the concentration at half of the fitted maximal effect; on the % scale 0 is the no-effect control and ±100 the full control effect; nearly all actives have a fitted effect of over 50% in size; many of its hits are not listed in these tables
Target sequence (Q6W5P4 whole entry, looked up): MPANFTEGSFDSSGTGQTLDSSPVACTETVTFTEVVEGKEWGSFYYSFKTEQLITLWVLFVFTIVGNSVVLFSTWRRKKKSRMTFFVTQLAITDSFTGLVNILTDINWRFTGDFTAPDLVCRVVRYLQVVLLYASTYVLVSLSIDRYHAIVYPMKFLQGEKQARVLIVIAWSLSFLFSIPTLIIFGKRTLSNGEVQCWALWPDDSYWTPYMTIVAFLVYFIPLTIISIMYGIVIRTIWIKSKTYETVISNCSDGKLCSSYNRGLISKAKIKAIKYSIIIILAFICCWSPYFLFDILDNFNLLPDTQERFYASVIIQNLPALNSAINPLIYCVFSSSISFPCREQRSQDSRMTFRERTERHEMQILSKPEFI
CBFb-RUNX1 inh: qHTS Assay for Compounds Blocking the Interaction Between CBF-beta and RUNX1 for the Treatment of Acute Myeloid Leukemia. Runt-related transcription factor 1 (Homo sapiens) + Core-binding factor subunit beta …. AlphaScreen CBFb-His/RUNX1-biotin binding, biochemical. Potency, µM (highest dose often 59.8 µM), without a hit: at the highest dose activity, negative = inhibition, usual class: inhibitors. 230,000 tested, under 10 active. AID 1477, 2009; further: % of control where 0% means no effect
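Interaction loss through any mechanism counts as activity. Pre-formed complex of His-CBF-beta and biotin-RUNX1 (30 nM apiece) is incubated with compound 15 min, then with 50 ng nickel and 50 ng streptavidin beads for 90 min before AlphaScreen detection.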
GLA spleen mod: qHTS Assay for Inhibitors and Activators of Human alpha-Galactosidase From Spleen Homogenate. Alpha-galactosidase A (Homo sapiens), P06280. human spleen homogenate, 4MU-alpha-Gal fluorescence, 40 min. Potency, µM (titrated, usually from 80 µM), for inactives: top-dose activity change, negative = inhibition, usual class: inhibitors. hit rate 0.008% among 240,000;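 further: potency means the concentration at half of the fitted maximal effect; 0% = enzyme with vehicle and -100% = no enzyme basal signal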
Target sequence (P06280 32-429 limits assumed): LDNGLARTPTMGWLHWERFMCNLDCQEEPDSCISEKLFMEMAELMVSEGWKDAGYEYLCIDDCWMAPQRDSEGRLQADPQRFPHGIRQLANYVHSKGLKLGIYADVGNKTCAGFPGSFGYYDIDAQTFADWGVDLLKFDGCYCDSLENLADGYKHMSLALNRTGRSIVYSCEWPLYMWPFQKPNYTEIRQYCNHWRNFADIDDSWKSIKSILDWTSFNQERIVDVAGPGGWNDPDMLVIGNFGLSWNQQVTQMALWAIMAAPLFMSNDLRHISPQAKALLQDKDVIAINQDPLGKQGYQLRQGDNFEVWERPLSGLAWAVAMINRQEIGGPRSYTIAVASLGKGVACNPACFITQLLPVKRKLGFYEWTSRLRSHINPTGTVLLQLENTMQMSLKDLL
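Human spleen homogenate (1 ug) was the enzyme source, with 4-methylumbelliferyl-alpha-D-galactopyranoside (1 mM final) in pH 5.0 citrate buffer with 0.01% Tween-20. Compounds were titrated; after 40 min at 37C, NaOH/glycine stop, 4-MU fluorescence read; AC50 from Hill fits.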
* hit, by the source's call; ? = inconclusive; / = not tested or not shown; & = joins results of further samples; [ ] = remark or other dose. Unless noted, the call rests on the fitted dose curve; in most records, active means well fitted curve in the direction sought with a large enough effect; inconclusive means small, poorly fitted or top-dose-only effect, or another doubt; inactive means no such curve, though single readings can be large; an effect the other way counts as inactive or inconclusive.

SMILES	IMPase Li cell	KinaseGlo FLuc	Lamin A splicing	Epigenetic reg	NPSR antagonist	CBFb-RUNX1 inh	GLA spleen mod
O=C(/C=C/c1ccccc1Cl)N(Cc1ccccc1)C1CCS(=O)(=O)C1 (centres undefined)	-3%	4%	-8%	1.1%	2%	-1%	-18%
O=S(=O)(Nc1cccc(CCc2ccccn2)c1)c1cc(Cl)ccc1Cl	/	/	/	1.0%	29%	2%	4%
CC1(C)c2ccccc2-c2nc3ccccc3cc2C1O (centres undefined)	/	/	/	-1.4%	-2%[7.67 µM]	2%	4%
COC(=O)C1=C(C)N(c2ccc(OC)cc2)C(=O)/C1=C\c1cccs1	-3%	0%	-7%	-0.9%	-9%	-13%	9%
CCOc1cc2c3c(c1)C1(C(=O)N3C(C)(C)CC2C)C(C#N)=C(N)N2C(=C1C#N)Nc1ccccc12 (centres undefined)	4%	1%	?	1.0%	-35%	-5%	-8%
CCOc1cc(N2CCOCC2)c(OCC)cc1NC(=O)CSc1nccc(C)n1	1%	2%	-10%[46 µM]	-0.4%	15%	3%	5%
CCOC(=O)N1CCC(NC(=O)c2cnn3cccnc23)CC1	20%[38.3 µM]	0%	-3%	0.0%	-5%[46.1 µM]	4%	9%
COc1ccccc1OCC(O)CNCc1ccc2c(c1)OCO2 (centres undefined)	/	/	/	1.1%	6%[7.67 µM]	-1%	1%
O=C(CCn1c(=O)sc2ccccc21)NCc1cccs1	3%	0%	11%	-1.0%	14%	2%	5%
COc1cccc(-c2cncnc2-n2ccnc2)c1	-10%	-6%	?	1.1%	/	/	5%
CC(=O)c1c(C(C)=O)c(C)n(-c2ccc(N)cc2)c1C	24%[38.3 µM]	-1%	-9%	0.8%	-11%[46.1 µM]	-2%	6%
CC(C)CN1C(=O)/C(=C/c2ccco2)NC1=S	0%	-7%	8%	-3.1%	-30%	-29%	-7%
CC(C)(C)C(=O)Nc1sc2c(c1C#N)CCCCC2	3%	0%	-2%	1.0%	-4%[46.1 µM]	-14%	-5%
COc1cc(OC)cc(-c2n[nH]c(=S)n2-c2ccc3c(c2)OCCO3)c1	0%	3%	13%[46 µM]	-2.0%	-21%	0%	4%
CCC(O)CC(C(=O)NNc1ccccc1)C(=O)NNc1ccccc1 (centres undefined)	6%	0%	?	-1.5%	6%	17%	7%
Cc1nc2nc(-c3ccccc3)[nH]n2c(=O)c1Cc1ccccc1	20%[38.3 µM]	-5%	4%	0.0%	-6%[46.1 µM]	1%	-2%
FC(F)Oc1ccc(-n2cc(-c3ccc(Cl)cc3)[n+]3c2CCCCC3)cc1	/	/	/	-2.6%	-3%	7%	5%
C=C1[C@@H](C)C2[C@H](Cc3ccccc3)NC(=O)[C@]23OC(=O)CC[C@H](O)CCC[C@H](C)C/C=C/[C@H]3[C@@H]1O (some centres undefined)	/	/	/	4.9%	-17%	6%	-15%
CCS(=O)(=O)NCC(c1cccnc1)N1CCN(c2ccc(F)cc2)CC1 (centres undefined)	-3%[38.3 µM]	-1%	0%	-1.1%	?	-1%	-1%
CC(C)N(Cc1ccccc1)C(=S)Nc1ccc(F)cc1	6%	0%	-4%[46 µM]	-1.4%	-7%	2%	1%
CC(=O)N1CCC2(CCN(Cc3ccncc3)CC2)CC1	-11%	-2%	/	/	/	/	-1%
CCOC(=O)c1ccccc1NC(=O)C(C)Oc1ccccc1 (centres undefined)	12%[38.3 µM]	2%	-10%	-7.9%	-29%[46.1 µM]	?	-6%
Cc1cccc(OCCCC(=O)Nc2ccc(N(C)C)cc2)c1	6%	-2%	8%	-4.8%	-11%	-3%	2%
O=C(CCNc1n[nH]c(=O)[nH]c1=O)N/N=C/c1ccc(C(F)(F)F)cc1	8%	-1%	/	1.1%	14%	1%	-3%
ON/C=N/C(=S)Nc1ncc(C(F)(F)F)cc1Cl	13%	-7%	-7%[46 µM]	-0.2%	-34%	-2%	7%

(more compounds)
SMILES	IMPase Li cell	KinaseGlo FLuc	Lamin A splicing	Epigenetic reg	NPSR antagonist	CBFb-RUNX1 inh	GLA spleen mod
O=C(Nc1cccc(C(=O)Nc2ccc(S(=O)(=O)O)c3cc(S(=O)(=O)O)cc(S(=O)(=O)O)c23)c1)Nc1cccc(C(=O)Nc2ccc(S(=O)(=O)O)c3cc(S(=O)(=O)O)cc(S(=O)(=O)O)c23)c1	-12%&-26%&3%	12%&2%	-39%	-0.1%&1.1%&-1.6%	-11%[46.1 µM]	?	-11%&-1%&-1%
OCCN(Cc1ccccc1)Cc1nc(CC2CC2)no1	/	/	/	-2.0%	-21%	12%	0%
CNC(C)c1ccc(S(N)(=O)=O)cc1 (centres undefined)	6%	4%	-12%[46 µM]	-1.4%	2%	9%	11%
O=C(N=Nc1c(O)[nH]c2ccccc12)c1ccc2c(c1)OCO2	-1%	10µM*	-8%[46 µM]	1.1%	-47%	1%	2%
Cc1cc(C)c(-c2cc([C@H](C)O/N=C3/[C@H]4OC4[C@@H](O)[C@H]4[C@H]3CCn3c(=O)n(-c5ccccc5)c(=O)n34)on2)c(C)c1 (some centres undefined)	/	/	/	?	/	?	22%[17.5 µM]
O=[N+]([O-])c1ccc(C(=S)N2CCC(Cc3ccccc3)CC2)cc1	18%	3%	?	-1.0%	-35%	?	3%
Cc1ccc(NC(=O)c2sc3ccccc3c2Cl)nc1	-24%[38.3 µM]	-12%	8%	0.0%	?	0%	-11%
COc1cccc(N2CCN(C3CC(=O)N(c4cccc(Cl)c4)C3=O)CC2)c1 (centres undefined)	2%[38.3 µM]	4%	16%	-3.6%	-4%[46.1 µM]	-1%	13%
Cc1ccc(S(=O)(=O)N2CCN(c3nc(C)c4c(c3C#N)CC(C)(C)OC4)CC2)cc1	/	/	?	-8.6%	-22%[46.1 µM]	12%	6%
CC(C)CC(OC(=O)c1cccs1)C(=O)NCc1cccs1 (centres undefined)	19%[38.3 µM]	-2%	7%	-1.0%	-13%[46.1 µM]	14%	2%
CC(C)(C)c1ccc(/C=C/C(=O)N2CCOCC2)cc1	4%	0%	1%	0.0%	2%	-13%	5%
CN(CC(=O)Nc1cccc(S(=O)(=O)NC2=NCCCCC2)c1)Cc1ccc(C(C)(C)C)cc1	8%	3%	?	0.6%	?	0%	-1%
O=C(C1CC12CCCC2)N1CCC(CO)(Cc2ccccc2Cl)CC1 (centres undefined)	12%	1%	/	-2.9%	25%	-1%	-5%
C/C(CC(=O)Nc1ccccn1)=N\NC(=O)C(=O)Nc1cccc(Cl)c1C	6%[38.3 µM]	1%	-3%	-1.1%	-4%[46.1 µM]	-2%	11%
C=C(C)[C@@H]1CC[C@]2(C(=O)O)CC[C@]3(C)[C@H](CC[C@@H]4[C@@]5(C)CC[C@H](O)C(C)(C)[C@@H]5CC[C@]43C)[C@@H]12	/	/	/	3.2%	-47%	5%	6%
CCCSC1=C(C#N)C(c2cc(OC)ccc2OC)CC(=O)N1 (centres undefined)	4%	3%	-5%	4.1%	-1%[46.1 µM]	2%	-7%
CC1Cc2ccccc2N1C(=O)CNCCCN(C)C (centres undefined)	17%[38.3 µM]	-3%	5%	-0.7%	12%[46.1 µM]	3%	9%
CN(C)S(=O)(=O)c1ccc(Cl)c(NC(=O)COC(=O)c2ccc(O)cc2)c1	19%	4%	-19%[46 µM]	-0.8%	-28%	8%	-11%
Cn1c(=O)oc2cc(S(=O)(=O)N3CCN(c4ccccc4)CC3)ccc21	-24%[38.3 µM]	-2%	-7%	13%	-19%[7.67 µM]	10%	1%
Cc1cc(/C=C\c2ccccc2)nc2ccccc12	2%	0%	?	4.8%	46%	?	-2%
COc1ccccc1N1CCN(C(=O)C(C)N(c2ccc(C)c(C)c2)S(C)(=O)=O)CC1 (centres undefined)	21%[38.3 µM]	3%	?	-1.1%	-18%[46.1 µM]	7%	2%

Not all compounds are listed; count on the stated rates, not on these rows.
